From PubChem BioAssay
E coli growth: E. coli V3065 growth inhibition, primary screen, counter-screen for AddAB inhibitor project, absorbance, OD600; actives 0.27% (n = 330,000); inhibition, % at 11.9 µM; 18 h;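 active means inhibition above the campaign's mean inhibition across all tested compounds plus 3 SD, cut at about 9.9% in these data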;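 further: uninfected addAB+ strain grown without phage in ampicillin broth; 0% = DMSO wells and 100% = ciprofloxacin 0.95 µg/ml wells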
SR-BI uptake up: activators of SR-BI mediated DiI-HDL uptake, primary screen, ldlA[mSR-BI] CHO cells, DiI fluorescence. activation, % at 12.5 µM. actives 0.096% (n = 320,000). 3 h; 100 = double the neutral-control signal;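 active means mean replicate activation of at least 60% and every replicate at or above 60%; inconclusive means mean or all-replicate condition met, but not both; inactive means mean below 60% and not all replicates reaching 60%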;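 further: 0% = median plate neutral-control signal and 100% = twice that signal; values of inactives mirror those of a sister screen read the other way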
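Material: SR-BI-overexpressing, LDLR-lacking CHO cells; schedule: compound exposure 3 h, 37 °C; reagent: DiI-labelled HDL at 10 µg/mL final; technique: bottom-read fluorescence, 550/595 nm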
AddAB inh: growth inhibition of E. coli expressing H. pylori AddAB, primary screen, AddAB inhibitor project, absorbance. inhibition, % at 11.9 µM. actives 0.29% (n = 330,000). AID 435030, 2010; in the data active means inhibition above about 12%;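 further: 0% = vehicle wells of infected cells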
MITF act: activators of MITF-driven TRPM1 promoter reporter, primary screen, cell-based, SK-MEL-5, luciferase, single point | SK-MEL-5 TRPM1-promoter luciferase, 24 h; % of positive control, neutral wells = 0 | actives 0.75% (n = 300,000) | activation, % at 12.5 µM | AID 588334, 2011;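 active means mean activation of at least 80% with every replicate also reaching 80%; inconclusive means mean reaches 80% but some replicate falls short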;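 further: 0% = neutral control wells and 100% = parthenolide positive control wells; values of inactives mirror those of a sister screen read the other way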
Tat export inh: E. coli Tat export inhibitors, primary screen, MC4100, TorA-mCherry reporter, fluorescence, single point. inhibition, % at 10 µM. actives 0.036% (n = 340,000). AID 488895, 2010;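 active means mean replicate inhibition at least 50% and at least half of replicates individually reaching 50%; inconclusive means only one of the two criteria met; inactive means neither criterion met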;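 further: exported cargo escapes ClpAP degradation while cytoplasmic cargo is degraded and loses fluorescence; 0% = median of neutral control wells and 100% = median of NaSCN control wells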
CAL PDZ FP-1: untagged CAL PDZ binding inhibitors, primary screen, biochemical, fluorescence polarization, HTS | Golgi-associated PDZ and coiled-coil motif-containing protein (Homo sapiens), Q9HD26 | purified CAL PDZ, TMR-peptide fluorescence polarization, 1 h | inhibition, % at 24.9 µM | actives 0.92% (n = 300,000) | AID 602252, 2012;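 active means mean inhibition of at least 30% with at least half of replicates also reaching 30%; inconclusive means no clear call, values can overlap the other calls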;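 further: 0% = DMSO neutral control and 100% = excess unlabeled competitor peptide PRC23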
SR-BI DiI inh: inhibitors of SR-BI mediated HDL lipid uptake, primary screen, ldlA[mSR-BI] cells, fluorescence, single point; ldlA[mSR-BI] CHO cells, DiI-HDL uptake fluorescence, 3 h; inhibition, % at 12.5 µM; actives 0.96% (n = 320,000); AID 488896, 2010;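 active means mean replicate inhibition of at least 70% and a set share of replicates each scoring 70 or more; inconclusive means meets just one of the two criteria; inactive means fails both criteria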;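 further: 0% = median of neutral control wells and 100% = median of positive control wells; values of inactives mirror those of a sister screen read the other way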
Target sequence (Q61009 whole entry, looked up): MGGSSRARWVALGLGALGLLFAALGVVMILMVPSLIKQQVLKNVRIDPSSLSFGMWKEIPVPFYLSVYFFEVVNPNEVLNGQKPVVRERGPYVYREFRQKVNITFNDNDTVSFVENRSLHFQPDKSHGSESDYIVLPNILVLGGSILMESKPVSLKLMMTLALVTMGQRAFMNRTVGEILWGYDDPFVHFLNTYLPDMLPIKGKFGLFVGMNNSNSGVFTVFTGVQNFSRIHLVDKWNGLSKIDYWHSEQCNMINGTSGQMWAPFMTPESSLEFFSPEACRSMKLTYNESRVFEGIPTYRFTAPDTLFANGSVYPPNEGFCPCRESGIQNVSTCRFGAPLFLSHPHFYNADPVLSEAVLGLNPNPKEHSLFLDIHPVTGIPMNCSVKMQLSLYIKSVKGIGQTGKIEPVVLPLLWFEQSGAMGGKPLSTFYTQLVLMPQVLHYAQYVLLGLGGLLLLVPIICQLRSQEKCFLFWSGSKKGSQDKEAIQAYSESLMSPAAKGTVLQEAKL
phage Ecoli inh: growth loss of phage-infected E. coli, primary screen, RecBCD inhibitor project, absorbance, with phage, HTS; inhibition, % at 11.9 µM; actives 0.26% (n = 360,000); in the data active means inhibition above about 11%
CAL PDZ FP-2: CAL PDZ peptide-binding inhibitors, primary screen, biochemical, fluorescence polarization, Cer-tagged CAL PDZ, HTS; Golgi-associated PDZ and coiled-coil motif-containing protein (Homo sapiens), Q9HD26; purified CAL PDZ, TMR-peptide fluorescence polarization, 1 h; inhibition, % at 20 µM; actives 0.02% (n = 330,000); AID 504414, 2011;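 active means highest replicate inhibition of at least 40%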;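 further: plate controls were DMSO neutral control wells for no effect and unlabeled competitor peptide control wells for full effect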
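material = purified tagged CAL PDZ domain construct (CerCALP) | buffer or medium = sodium phosphate/NaCl buffer pH 7.4 with TCEP, IgG, Thesit | reagent = TMR-labelled reporter peptide T*-PRC34 bound in PDZ groove | incubation = 1 h room-temperature incubation prior to read | measured by = fluorescence polarization (mP) | evaluation = percent inhibition from loss of millipolarization | control set = unlabelled peptide and DMSO controls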
Wnt bcat act: Wnt/beta-catenin pathway activators, primary screen, cell-based, plate reader, single point; Wnt/beta-catenin reporter cell assay, activator; activation, % at 9.35 µM; actives 1.2% (n = 300,000); in the data active means activation above about 30%, passing the limit was not always enough; inconclusive means no clear call, values can overlap the other calls;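 further: 0% = neutral control wells and 100% = positive control wells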
* = called active by the depositor; ? = inconclusive; nt = not tested or not shown.

SMILES	E coli growth	SR-BI uptake up	AddAB inh	MITF act	Tat export inh	CAL PDZ FP-1	SR-BI DiI inh	phage Ecoli inh	CAL PDZ FP-2	Wnt bcat act
Cc1cc(C)n(C(=O)CNC(=O)C2COc3ccccc3O2)n1 (centres undefined)	-2.0	20	1.7	19	-6	-1	-20	3.0	0.1	nt
CCCC(=O)N1CCN(c2ccc(NC(=O)c3ccc(N4CCCC4)c([N+](=O)[O-])c3)cc2Cl)CC1	1.3	-60	2.6	-4	-4	-2	60	-0.1	0.2	-4
Cc1sc(NC(=O)CSc2nnc(-c3ccccc3)o2)c(C#N)c1C	-0.8	-5	0.8	nt	1	-5	5	1.1	nt	nt
CCOc1ccc(-c2nnc(NC(=O)c3ccc(OCC(C)C)c(OC)c3)o2)cc1	-0.9	-18	-1.9	1	0	-3	18	-1.4	-0.2	1
CCOC(=O)N1CCN(S(=O)(=O)c2ccc(C(=O)Nc3sc4c(c3C#N)CC(C)(C)NC4(C)C)cc2)CC1	-1.2	-2	5.2	-1	2	-4	2	2.8	-1.1	1
Cc1cc(C)c2oc(-c3cccc(NC(=O)c4ccc(F)cc4)c3)nc2c1	-1.1	-31	2.8	-1	1	-2	31	3.3	-0.3	-3
COc1ccc(-c2cccc(C(=O)Nc3ccccc3C)c2)cc1	1.2	42	1.9	-4	-17	-2	-42	2.8	-2.1	1
CCOC(=O)c1ccc(NC(=O)N2CCN(Cc3cccc(F)c3)CC2)cc1	-1.5	-13	0.3	1	5	-3	13	nt	nt	-1
C#CCOc1nc(C)cc(C)c1S(=O)(=O)c1ccccc1C	-0.8	-2	3.0	-5	3	2	2	3.8	0.3	-1
COc1ccc(C(C)=O)cc1COC(=O)c1ccc2c(c1)OCO2	1.0	-37	1.0	nt	-2	-1	37	0.1	-2.7	nt
COc1ccc(NC(C)=O)cc1S(=O)(=O)Nc1ccccc1C(=O)NCCc1ccccc1	0.8	13	0.0	99*	7	-3	-13	2.3	-0.7	19
Cc1cccc(S(=O)(=O)NC2CCCCCCC2)c1	-1.8	nt	6.1	-3	3	2	nt	1.4	-2.2	-2
O=C(Cn1cc(C(=O)c2ccco2)c2ccccc21)NC1CCCC1	-3.4	12	0.8	nt	-6	7	-12	3.5	-1.5	-4
S=c1[nH]ccn1Cc1ccccc1	0.4	17	2.4	-6	-4	-8	-17	4.0	-0.9	2
Cc1ccc2nc(SCC(=O)Nc3cccc(F)c3)nc(=O)n2c1	-0.6	-4	0.4	12	-6	-2	4	4.3	-1.4	-6
O=C(N/N=C/c1c(F)cccc1Cl)C(=O)N1CCCCCC1	1.1	13	-0.9	0	-13	-4	-13	2.3	-0.8	1
CS(=O)(=O)N(Cc1cccc(CN(C(C(=O)O)c2ccccc2)S(C)(=O)=O)c1)C(C(=O)O)c1ccccc1 (centres undefined)	-0.6	35	-1.0	12	-6	2	-35	3.0	1.5	-3
Cn1c(CCc2ccccc2)n[nH]c1=S	-1.9	-12	-0.5	6	-2	5	12	1.9	-0.5	-1
O=C(Nc1ccc(Cc2ccc(NC(=O)C3CC3)cc2)cc1)C1CC1	-0.5	28	-1.2	3	-4	-3	-28	0.6	-1.7	-1
Cc1cc(C)c(S(=O)(=O)Nc2ccncc2)cc1C	1.0	-1	0.2	nt	-3	-1	1	-3.7	-0.6	1
Clc1cc(Cl)c(Cl)c(Cl)c1Cl	1.1	8	3.2	14	7	-1	-8	2.1	-1.0	0
CN1CCN(C(=S)C(=O)Nc2ccccc2)CC1	1.6	-8	-0.2	-3	5	-1	8	1.2	-0.1	4
COc1ccccc1-c1noc(-c2ccccc2C(=O)Nc2ccccc2)n1	-2.3	8	5.5	-8	-2	-6	-8	0.6	0.1	nt
COC(=O)/C(C#N)=C/c1c(N2CCN(c3ccccc3)CC2)nc2ccccn2c1=O	-4.2	6	-0.5	39	-3	-2	-6	-0.1	-1.0	6
O=C(c1ccc(OC2CCN(Cc3ccccn3)CC2)cc1)N1CCCC(O)C1 (centres undefined)	0.8	21	0.5	4	0	-1	-21	1.9	0.5	-2

(more compounds)
SMILES	E coli growth	SR-BI uptake up	AddAB inh	MITF act	Tat export inh	CAL PDZ FP-1	SR-BI DiI inh	phage Ecoli inh	CAL PDZ FP-2	Wnt bcat act
COc1ccc(-c2ccc(F)cc2)cc1[C@H]1[C@H]2C=CC[C@@H](C)[C@@H]2C(=O)N1Cc1ccccc1	5.3	-14	4.8	13	-5	-4	14	0.4	-0.2	-11
Cc1cccc(NC(=O)c2ccccc2[N+](=O)[O-])n1	-0.6	nt	-1.6	3	-1	-7	nt	3.9	-3.3	nt
CC(=O)c1cccc(S(=O)(=O)NCCC(=O)Nc2ccc(S(N)(=O)=O)cc2)c1	0.8	nt	2.0	nt	-1	-5	nt	-0.4	-3.1	0
COc1ccc(CCNC(=O)c2c(O)c3c([nH]c2=O)CCCC3)cc1	-1.7	18	1.5	-3	-5	1	9	1.1	0.4	-2
O=C(Cn1cccc1C(=O)c1ccccc1)NCCN1CCCCCC1	1.0	-18	3.2	9	-5	-1	18	4.4	-0.6	0
NC(=O)c1ccc(NC(=O)COC(=O)CC2Sc3ccccc3NC2=O)cc1 (centres undefined)	2.1	14	-1.6	nt	3	6	-14	5.5	-0.1	9
COC(=O)c1ccc(NC(=O)C23CCC(C)(C(=O)O2)C3(C)C)cc1 (centres undefined)	-3.6	10	0.8	6	-7	4	-8	1.6	-0.4	6
CN(Cc1ccco1)S(=O)(=O)c1csc(C(N)=O)c1	3.1	9	2.9	1	-3	-3	-9	0.9	-4.2	0
O=C(NCCN1CCOCC1)C(=O)NCC1OCCN1S(=O)(=O)c1ccc(Br)cc1 (centres undefined)	-1.9	16	-1.4	2	-3	0	-16	-3.1	-0.7	0
Cc1cccc(NC(=S)NNc2cccc(Cl)c2)c1	2.5	nt	5.6	-21	-9	-2	nt	-0.2	-2.2	2
O=C(c1sc2cc(F)ccc2c1Cl)N1CCN(c2ccccc2)CC1	2.4	-10	4.0	-5	12	-3	10	6.2	-1.3	7
CCOc1cc(C(=O)Nc2ccon2)cc(OCC)c1OCC	-3.9	-13	-1.2	2	26	-4	13	0.9	-2.3	nt
CCC(=O)Nc1nnc(SCCOC)s1	0.1	2	-1.6	7	5	4	-2	2.8	nt	-1
COc1ccc(C(=O)NCc2nnc(SCC(=O)Nc3nc4ccccc4s3)o2)cc1OC	0.8	-15	3.8	21	-9	-3	15	3.2	-6.1	nt
CC(=O)c1ccc(NC(=O)c2ccc(NC(=O)c3ccco3)cc2)cc1	2.4	-21	3.2	2	3	-5	21	nt	-2.0	nt
Nc1nnc(CC(=O)N/N=C/c2cccc([N+](=O)[O-])c2)s1	-0.6	29	3.0	4	30	0	-29	-0.1	-0.9	nt
O=S1(=O)CCO[C@H]2Cc3ccccc3[C@H]2N1Cc1ccccc1	2.1	?	4.2	15	-48	-2	-60	1.0	-0.3	-1
CN1/C(=C\C(=O)C(F)F)C(C)(C)c2ccccc21	2.2	25	0.2	-4	1	-3	-25	2.1	nt	nt
CC(=O)Nc1c2c(nn1-c1ccccc1)CS(=O)C2 (centres undefined)	-0.6	-2	-0.2	7	-3	0	2	0.3	-1.4	1
COc1ccc(CNC(=O)c2cccnc2)cc1	0.9	5	2.3	-3	-20	1	-5	3.0	0.5	2
CC(C)=CCC(C)(C)/C=N/NC(N)=O	-0.1	15	1.5	nt	-5	-4	1	-3.3	-0.4	-5
N#Cc1ccc(CN2CCN(C(=O)CCNS(=O)(=O)c3ccc(F)c(Cl)c3)CC2)cc1	-0.5	2	0.6	3	-1	-6	-2	1.3	0.3	-5
O=C(c1ccccc1)C(Sc1ncn[nH]1)c1ccccc1 (centres undefined)	0.9	12	-0.2	6	-1	2	-12	2.7	-0.9	nt
CCCCn1c2nc3ccccc3nc2c2c(=O)n(CCC(C)C)cnc21	-0.1	-9	1.6	-1	5	0	9	2.0	-1.9	nt
COC(=O)c1[nH]c2ccc(C)cc2c1NC(=O)Nc1ccc(OC)cc1	-1.6	-44	1.4	-1	-3	1	44	0.1	-2.5	nt

Next compounds follow:
SMILES	E coli growth	SR-BI uptake up	AddAB inh	MITF act	Tat export inh	CAL PDZ FP-1	SR-BI DiI inh	phage Ecoli inh	CAL PDZ FP-2	Wnt bcat act
Cc1cc(C)nc(N2CCC(C(=O)NCc3cccs3)CC2)n1	1.9	23	1.2	1	-3	nt	-23	4.8	-2.1	nt
CCCn1nnnc1SCC(=O)Nc1nnc(CC)s1	-1.3	26	0.5	-10	3	nt	-26	2.4	0.0	nt
CCCCCOC(=O)C1=C(C)Nc2nnnn2C1c1ccccc1Cl (centres undefined)	2.3	11	2.6	nt	14	-2	-11	-0.9	-0.8	-4
CCCCn1c(=O)[nH]c(=O)c2c1nc(-c1cc(Cl)c(OC)c(OC)c1)n2C	0.6	-10	1.4	-2	2	-7	10	1.6	-1.3	3
COc1ccc(C(=O)CN(CCC(=O)O)S(=O)(=O)c2ccc([N+](=O)[O-])cc2)cc1	-0.6	0	1.7	-5	9	0	0	2.9	0.6	1
CC(=O)OC(C=C(C)C)C/C(C)=C/COc1c2ccoc2cc2oc(=O)ccc12 (centres undefined)	nt	0	nt	6	-5	-3	0	2.6	-4.3	-2
C=CCc1c(O)nc(SCC(=O)c2ccccc2)[nH]c1=O	-1.3	3	-1.1	-11	-3	-2	-3	3.4	-1.1	nt
COc1cc(/C=C\C(=O)Nc2cc(=O)n(C)c(=O)n2C)cc(OC)c1OC	-3.6	-17	-2.5	4	-6	-9	17	0.6	-2.6	0
COc1ccc(CN2CCN(Cc3ccc(C)cc3)CC2)c(OC)c1	2.4	10	-0.5	0	-6	-7	-10	-3.3	0.2	2
Cc1cccc(C)c1OCC(=O)N=Nc1c(O)[nH]c2ccc(Br)cc12	-1.6	-41	0.9	-6	-6	nt	41	4.3	0.2	nt
Cc1ccc(-c2cnc(-c3ccncc3)o2)cc1	-2.7	-19	-0.9	40	-6	nt	19	2.5	-1.7	nt
COc1cc(NC(=O)c2cc(C(C)C)on2)c(OC)cc1Cl	-1.4	-82	2.3	nt	4	-5	82*	1.4	nt	nt
NNc1nc(-c2ccccc2)cc(-c2ccccc2O)n1	-1.3	-14	-0.7	-8	3	nt	14	nt	-2.4	1
O=C1CCCC(O)=C1N=Nc1cccc(S(=O)(=O)N2CCOCC2)c1	2.8	nt	-0.8	-12	8	nt	nt	-1.4	-0.5	5
Cc1cccc(NC(=O)CSc2nc3ccccc3c(=O)n2C)c1	0.8	-19	5.2	-11	2	nt	19	3.6	-0.9	-3
